Compound activity deposited in PubChem by several laboratories.
LYP inh 2 = inhibitors of human LYP (PTPN22) phosphatase. inhibition, % at 2 µM. Q9Y2R2. 96,000 tested, 0.21% active. recombinant LYP catalytic domain, DiFMUP fluorescence;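 active = inhibition at 2 µM at or above a set limit, the screen mean plus 3 SD, cut at about 24% in these data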;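 note: 0% = DMSO with enzyme and 100% = enzyme fully blocked by orthovanadate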
MT1-MMP txn act = activates MT1-MMP transcription | HT1080 MT1-MMP promoter luciferase reporter, luminescence, overnight; active compounds read high | activation factor at 10 µM | 86,000 tested, 0.16% active;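 active = activation factor of at least 2 for MT1-MMP transcription at 10 µM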
Candida biofilm = kills Candida albicans biofilms | C. albicans biofilm + clotrimazole, Alamar Blue | inhibition, % at 6 µM | 85,000 tested, 0.14% active | AID 834;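 active = inhibition above 20%; inactive = inhibition below 20%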;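 note: preformed 24 hr biofilms exposed to compound for 48 hr; 0% = biofilm without compound and 100% = blank killed by clotrimazole plus chlorhexidine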
VCAM1 TNFa inh = reduces TNF alpha induced VCAM1 expression in HUVEC. HUVEC TNFa-induced VCAM-1 immunofluorescence, high-content imaging. 95,000 tested, 0.48% active. inhibition, % at 2 µM;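 active = inhibition above the batch mean plus 3 SD, with images confirmed as a hit by eye, cut at about 37% in these data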;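 note: 0% = TNF-stimulated DMSO wells and 100% = unstimulated control wells; not every result past the cut was called active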
TNFa cytotox = HUVEC cytotoxicity counter-screen, TNF alpha stimulated. HUVEC TNFalpha-stimulated, Hoechst cell count, imaging. cell count reduction, % at 2 µM. 93,000 tested, 0.17% active;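 active = cell count reduction exceeding the screen mean by over 5 SD, scaled to untreated wells per plate, cut at about 78% in these data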;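 note: cells counted after 24 h of TNF alpha exposure following the 1 h pretreatment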
hDAT+cocaine = human DAT dopamine uptake with cocaine, either direction | Q01959 | LLC-PK1 hDAT cells, [14C]-dopamine uptake with cocaine IC80; actives deviate in either direction | B-score at 10 µM | 110,000 tested, 1.3% active | AID 449768;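 active = Z score or B-score, a plate-position-corrected score, falls beyond the plate's 99.7% confidence bounds, in either direction; inactive = both scores lie inside the 99.7% bounds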;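 note: scored against the spread of the other compound wells on the same plate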
Target sequence (Q01959 whole entry, looked up): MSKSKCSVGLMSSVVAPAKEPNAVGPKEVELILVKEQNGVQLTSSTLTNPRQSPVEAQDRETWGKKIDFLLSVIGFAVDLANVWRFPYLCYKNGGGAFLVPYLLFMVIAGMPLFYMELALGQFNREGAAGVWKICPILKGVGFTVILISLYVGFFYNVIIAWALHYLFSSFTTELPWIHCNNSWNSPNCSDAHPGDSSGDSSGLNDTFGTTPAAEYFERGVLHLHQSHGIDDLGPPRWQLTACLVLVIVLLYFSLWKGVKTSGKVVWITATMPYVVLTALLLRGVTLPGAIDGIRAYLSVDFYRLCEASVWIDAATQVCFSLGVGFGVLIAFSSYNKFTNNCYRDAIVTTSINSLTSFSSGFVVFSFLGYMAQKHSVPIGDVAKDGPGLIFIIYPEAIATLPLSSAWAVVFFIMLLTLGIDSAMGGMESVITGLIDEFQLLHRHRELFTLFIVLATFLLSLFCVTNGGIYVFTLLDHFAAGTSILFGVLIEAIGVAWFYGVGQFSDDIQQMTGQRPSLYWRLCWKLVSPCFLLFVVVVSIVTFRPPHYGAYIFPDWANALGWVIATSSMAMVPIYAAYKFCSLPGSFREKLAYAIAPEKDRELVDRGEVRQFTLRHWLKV
F-actin modifier = cytoskeleton assembly modification | HUVEC TNFa F-actin phalloidin imaging, high content | inhibition, % at 2 µM | 91,000 tested, 0.18% active | AID 836;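 active = inhibition above the batch mean plus 3 SD and confirmed as a hit by visual image inspection, cut at about 30% in these data, passing the limit was not always enough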; note: strong numbers were not always called active
Smad3 inh = blocks human Smad3 binding to FoxH1 peptide; 88,000 tested, 0.29% active; inhibition, % at 25 µM; P84022; TR-FRET Smad3/Dy647-FoxH1 peptide binding, europium anti-His; AID 630;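 active = compounds that reduce the energy-transfer binding signal between the protein and its labelled peptide by more than half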;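 note: 0% = Smad3 plus labelled peptide maximal FRET and 100% = peptide-only background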
Target sequence (P84022 whole entry, looked up): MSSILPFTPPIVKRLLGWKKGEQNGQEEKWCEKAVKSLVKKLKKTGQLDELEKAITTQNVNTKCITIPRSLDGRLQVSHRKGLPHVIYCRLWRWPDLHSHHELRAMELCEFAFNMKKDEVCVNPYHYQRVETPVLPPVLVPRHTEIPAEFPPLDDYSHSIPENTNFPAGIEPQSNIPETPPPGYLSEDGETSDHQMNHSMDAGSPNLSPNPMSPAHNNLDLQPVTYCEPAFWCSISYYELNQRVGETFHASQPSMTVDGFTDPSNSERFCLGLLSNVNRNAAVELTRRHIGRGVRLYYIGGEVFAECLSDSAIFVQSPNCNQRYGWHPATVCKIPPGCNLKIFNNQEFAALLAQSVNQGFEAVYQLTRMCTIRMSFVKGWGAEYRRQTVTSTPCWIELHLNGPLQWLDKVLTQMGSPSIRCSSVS
HUVEC tox IL1B = toxic to HUVEC cells under IL-1B stimulation; HUVEC cell count loss, Hoechst imaging, IL-1B stimulated; cell count reduction, % at 2 µM; 94,000 tested, 0.41% active; AID 845;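 active = cell count reduction more than 3 SD above the screen-wide mean, cut at about 70% in these data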;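 note: normalized per plate to untreated control cells as the no-loss baseline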
The depositor's hits bear a star; . = no result given; [ ] = dose if it differs, or a comment. The list is partial (hit frequency here may not be typical).

(1) Cc1cc(C)n2nc(C(=O)Oc3ccc4c(c3)OCO4)nc2n1
(2) COC(=O)c1ccc(Cn2nc(C)cc2C)cc1
(3) CCNC(=O)CC1C(=O)N(c2ccc(F)cc2)C(=O)N1CCc1ccc(OC)cc1 (stereo unspecified)
(4) Cc1ccc(Nc2nnns2)cc1
(5) O=C1NC(Nc2ccccn2)(C(F)(F)F)C(=O)N1c1ccc(F)cc1 (stereo unspecified)
(6) CC(=O)N1CCc2cc(S(=O)(=O)CCC(=O)NCc3cccs3)ccc21
(7) CCc1cccc(CC)c1-n1c(SCc2cc(=O)n3ccsc3n2)nnc1-c1cccnc1
(8) COc1ccc(-c2nc(C#N)c(NC(C)c3ccccc3)o2)cc1OC (stereo unspecified)

entry no.	1	2	3	4	5	6	7	8
LYP inh 2	.	14	1	10	-5	6	0	3
MT1-MMP txn act	1	1.1	1.1	1.1	1.3	1	1.1	1.3
Candida biofilm	1	-1	-5	5	-2	5	5	4
VCAM1 TNFa inh	.	0	6	-4	3	10	3	-17
TNFa cytotox	.	13	-12	-15	4	-25	-8	-13
hDAT+cocaine	1.2	-1.3	0.16	-0.048	0.4	0.094	1.9	.
F-actin modifier	.	.	1	11	-17	0	-18	.
Smad3 inh	6	5	-4	-2	-5	5	-4	-6
HUVEC tox IL1B	.	17	5	-14	-38	-28	-6	0

(9) CCCCC(=O)Nc1nn(CCC)c2nc3ccccc3cc12
(10) CC(=O)Nc1ccc(NC(=O)CSC2=NCCS2)cc1
(11) CCCCNC(=O)c1cc2c(=O)n3cccc(C)c3nc2n(Cc2ccccc2)c1=N
(12) COc1ccccc1CNC(=O)N[C@@H](Cc1ccccc1)C(=O)O
(13) Cc1noc(C)c1C(=O)OCC(=O)NCCC1=CCCCC1
(14) CC(/C=C/c1ccccc1)=N/NC(=O)CNC(=O)c1ccc2c(c1)OCO2
(15) CCc1ccccc1N1CSC2=C(C#N)C(c3cc(OC)c(OC)cc3OC)CC(=O)N2C1 (stereo unspecified)
(16) COc1ccc2cc(/C=C/C(=O)c3ccco3)c(Cl)nc2c1

entry no.	9	10	11	12	13	14	15	16
LYP inh 2	18	-4	.	2	8	11	-4	-2
MT1-MMP txn act	1	1	1.3	1.2	1	.	1.1	1.4
Candida biofilm	3	4	11	5	6	.	8	9
VCAM1 TNFa inh	.	18	.	-5	-2	11	-13	8
TNFa cytotox	.	-15	.	-2	-7	-4	8	-17
hDAT+cocaine	0.025	0.014	0.94	1.4	0.51	.	0.12	.
F-actin modifier	.	-7	.	1	-1	8	.	15
Smad3 inh	3	-5[fluorescence artefact?]	-10	2	-2	.	16	10
HUVEC tox IL1B	26	-26	.	-14	-2	-42	-38	-8

(17) O=C1NC2(CCCc3ccccc32)C(=O)N1Cc1nnc(-c2ccccc2Br)o1 (stereo unspecified)
(18) COc1ccc(CCNC(=S)Nc2cccc(C)c2C)cc1
(19) O=C1CN(C(=O)CSc2nnc(-c3ccccc3)n2Cc2ccc3c(c2)OCO3)c2ccccc2N1
(20) O=C(CCS(=O)(=O)c1cccc2nsnc12)N1CCN(C(=O)c2ccco2)CC1
(21) CCOC(=O)c1nnc(-c2ccccc2)o1
(22) O=C(COC(=O)c1ccc2c(c1)OCO2)NCc1ccc2c(c1)OCO2
(23) CC1(C)CC(=O)C(CC2=C(O)CC(C)(C)CC2=O)C(=O)C1
(24) CCn1c(=N)n(CC(=O)c2cccc(OC)c2)c2ccccc21

entry no.	17	18	19	20	21	22	23	24
LYP inh 2	10	0	0	.	-5	13	.	.
MT1-MMP txn act	1.2	1.2	1	1.1	1.1	.	1	1.9
Candida biofilm	1	3	1	8	7	.	8	9
VCAM1 TNFa inh	-12	6	3	.	10	-11	.	.
TNFa cytotox	0	11	-20	.	14	-16	.	.
hDAT+cocaine	.	-0.0026	1.4	-0.7	-0.51	-0.04	0.22	0.7
F-actin modifier	8	1	-22	.	-13	-2	.	.
Smad3 inh	12	-18	-2	-14	8[fluorescence artefact?]	.	3	-6
HUVEC tox IL1B	0	-2	10	.	-8	-4	.	.

(25) Nc1ccc2nc(-c3ccccc3)sc2c1
(26) Cc1ccc2c(CC(=O)O)coc2c1C
(27) COCCNC(=O)COC(=O)c1[nH]c(C)c(C(C)=O)c1C
(28) O=c1c2[nH]c3cccc(Cl)c3c2ncn1Cc1ccncc1
(29) CCOC(=O)C1(Cc2ccc(O)cc2)NC(c2ccccc2F)C2C(=O)N(C)C(=O)C21 (stereo unspecified)
(30) Cc1ccc(SC(C)C(=O)Nc2ccncc2)cc1 (stereo unspecified)
(31) Cc1ccc(OCCNS(=O)(=O)c2cccs2)cc1
(32) CCNC(=O)OCC(CC)NC(=O)OCC(C)C (stereo unspecified)

entry no.	25	26	27	28	29	30	31	32
LYP inh 2	-14	.	-4	-16	-5	-18	16	-4
MT1-MMP txn act	.	1.1	1.6	1	1.1	1	1.3	.
Candida biofilm	4	10	-1	0	1	4	3	3
VCAM1 TNFa inh	16	.	4	-5	-7	4	4	1
TNFa cytotox	10	.	0	-5	-20	-23	-23	-10
hDAT+cocaine	-0.093	1	1.1	-0.037	0.065	1.7	.	0.24
F-actin modifier	-19	.	-8	-27	-8	11	-4	8
Smad3 inh	12	4	-2	-4	6[fluorescence artefact?]	2	2	5
HUVEC tox IL1B	-90	.	11	-20	-5	0	-4	1

From no. 25 to 30, as listed above:
(25) Nc1ccc2nc(-c3ccccc3)sc2c1
(26) Cc1ccc2c(CC(=O)O)coc2c1C
(27) COCCNC(=O)COC(=O)c1[nH]c(C)c(C(C)=O)c1C
(28) O=c1c2[nH]c3cccc(Cl)c3c2ncn1Cc1ccncc1
(29) CCOC(=O)C1(Cc2ccc(O)cc2)NC(c2ccccc2F)C2C(=O)N(C)C(=O)C21 (stereo unspecified)
(30) Cc1ccc(SC(C)C(=O)Nc2ccncc2)cc1 (stereo unspecified)

entry no.	25	26	27	28	29	30
LYP inh 2	-14	.	-4	-16	-5	-18
MT1-MMP txn act	.	1.1	1.6	1	1.1	1
Candida biofilm	4	10	-1	0	1	4
VCAM1 TNFa inh	16	.	4	-5	-7	4
TNFa cytotox	10	.	0	-5	-20	-23
hDAT+cocaine	-0.093	1	1.1	-0.037	0.065	1.7
F-actin modifier	-19	.	-8	-27	-8	11
Smad3 inh	12	4	-2	-4	6[fluorescence artefact?]	2
HUVEC tox IL1B	-90	.	11	-20	-5	0

Additional entries follow.
(33) Cc1cc(C)n2nc(C(=O)Nc3nnc(C4CC4)s3)nc2n1
(34) CC(C)CCNC(=O)CN(C)S(=O)(=O)c1cccc2nsnc12
(35) COc1ccc(NC(=O)c2cc3sccc3n2Cc2ccc(F)cc2)cc1OC
(36) Cc1ccc(C)c(NC(=O)C2C3CCCC2C3c2ccccc2)c1 (stereo unspecified)
(37) COC(=O)c1c(N)n(-c2cc(OC)cc(OC)c2)c2nc3ccccc3nc12
(38) CC1Cc2ccccc2N1C(=O)CCNS(=O)(=O)c1cccc2nsnc12 (stereo unspecified)
(39) O=C(CSc1nc2c(sc3ccccc32)c(=O)n1CCCN1CCCC1)NCC1CCCO1 (stereo unspecified)
(40) O=C(Nc1ccc2c(c1)CCC2)c1cc(S(=O)(=O)N2CCN(c3ccccc3)CC2)ccc1Cl

entry no.	33	34	35	36	37	38	39	40
LYP inh 2	-8	-4	-5	-9	0	-16	0	16
MT1-MMP txn act	1.1	0.9	1.7	.	1.1	1.4	1.2	.
Candida biofilm	4	4	0	.	3	0	0	.
VCAM1 TNFa inh	2	12	8	15	20	19	-2	8
TNFa cytotox	0	-10	-19	-1	-18	-4	4	-7
hDAT+cocaine	-2.1	-0.12	2.2	-2.4	.	-0.37	0.8	0.59
F-actin modifier	-6	12	12	13	7	.	-7	1
Smad3 inh	-12	13	8	.	11[fluorescence artefact?]	0	-7	.
HUVEC tox IL1B	13	-12	-2	-25	-205	13	2	11

(41) COc1cccc(C(=O)NC2CCN(CC(=O)Nc3nccs3)CC2)c1
(42) O=C(CSc1nc2c(c(C(F)(F)F)n1)CCc1ccccc1-2)NCc1ccc(F)cc1
(43) CC(C)COc1ccccc1C(=O)NC(CO)C(=O)O (stereo unspecified)
(44) COc1ccccc1-c1cc(C(=O)Nc2sc3c(c2C#N)CCC(C)C3)c2ccccc2n1 (stereo unspecified)
(45) Cc1ccc(-c2cc(C(F)(F)F)c(C#N)c(SCCC#N)n2)o1
(46) COC(=O)c1ccccc1-c1ccc(/C=C2\C(=O)N(c3ccccc3)N=C2c2ccccc2)o1
(47) CCCCNC(=O)c1sc2nc(C)cc(COC)c2c1-n1cccc1
(48) Cc1cc(OCC(=O)Nc2ccc(OCc3ccccc3)cc2)nc(C(C)C)n1

entry no.	41	42	43	44	45	46	47	48
LYP inh 2	-5	-11	-6	-5	-1	10	-1	-15
MT1-MMP txn act	1	1.5	1.2	.	1	.	1	.
Candida biofilm	8	6	-1	.	6	.	-5	.
VCAM1 TNFa inh	-3	1	-8	28	23	14	20	7
TNFa cytotox	18	-12	-19	-14	-2	3	-19	0
hDAT+cocaine	0.64	0.83	0.34	-1.1	-0.14	-0.49	.	0.15
F-actin modifier	-7	4	9	1	26	-5	0	-30
Smad3 inh	17[fluorescence artefact?]	-77[fluorescence artefact?]	5	.	-1	.	2	.
HUVEC tox IL1B	20	-23	-23	2	-2	-12	11	-5

Looked up above.
Result for entry 48 in F-actin modifier: -30
Result for entry 42 in Smad3 inh: -77[fluorescence artefact?]

Continuation:
(49) CCn1c(O)c(C(C#N)=C2N=c3ccccc3=N2)c2ccccc21
(50) COc1ccccc1-c1c(C)oc2c(CN3CCN(CCO)CC3)c(O)ccc2c1=O
(51) CC(=O)Nc1ccc(C(=O)CSc2nnc(Cn3nnc4ccccc43)n2C)cc1
(52) CC(=O)Oc1ccc(C(=O)O)cc1OC(C)=O
(53) Cc1ccc(S(=O)(=O)N(CC(O)CN2CCCC2)c2ccccc2)cc1 (stereo unspecified)
(54) Cc1ccc(-c2csc(N3CCC(NS(=O)(=O)c4ccc5c(c4)OCCO5)CC3)n2)cc1
(55) CSc1ccc2nnc(-c3cccc(F)c3)n2n1
(56) CCCCn1c(=O)c(C(=O)OCC)c(O)c2ccccc21

entry no.	49	50	51	52	53	54	55	56
LYP inh 2	0	-5	4	3	8	1	-9	7
MT1-MMP txn act	.	1.1	1	1.1	1.2	1.1	1	1
Candida biofilm	.	3	10	10	4	6	.	10
VCAM1 TNFa inh	-1	3	-8	6	-8	11	-8	-6
TNFa cytotox	-16	-40	10	-19	-20	-47	-8	-16
hDAT+cocaine	-1.8	.	0.087	-1.4	-0.24	-0.6	0.34	0.2
F-actin modifier	-12	2	15	25	3	17	22	23
Smad3 inh	.	10	1	0	6	-22	.	6
HUVEC tox IL1B	-23	-2	-68	7	8	-14	30	-2

(57) CCOC(=O)COc1ccc2cc(C(=O)OCC)c(=O)oc2c1
(58) COc1ccc2cc(CN(CC3COCCO3)S(=O)(=O)c3ccccc3)c(=O)[nH]c2c1 (stereo unspecified)
(59) COc1ccc(S(=O)(=O)Nc2nnc(C(C)C)s2)cc1
(60) CC(=Nc1ccccc1C)C1=C(O)CSC1=O
(61) Cc1sc2ncnc(NCCCn3ccnc3)c2c1C
(62) CN(C)S(=O)(=O)c1ccc(C(=O)N2CCC(c3nc4ccccc4o3)CC2)cc1
(63) Cc1ccc2c(c1)-c1c(ssc1=S)C(C)(C)N2C(=O)CSC1=NCCS1

entry no.	57	58	59	60	61	62	63
LYP inh 2	-6	-6	-4	-2	-6	0	10
MT1-MMP txn act	1.2	1	1	1.1	1	1	.
Candida biofilm	2	12	6	4	6	-5	.
VCAM1 TNFa inh	16	18	-3	-1	1	35	7
TNFa cytotox	-11	-47	-3	.	-20	12	-31
hDAT+cocaine	.	0.27	-0.19	-1.6	-0.27	2.2	1.7
F-actin modifier	-23	2	-8	-9	8	16	1
Smad3 inh	-1	1	-12	15	-2	-7	.
HUVEC tox IL1B	-3	8	23	18	-12	2	7
